High-throughput results (PubChem BioAssay)
ABHD4 inh: inhibits mouse alpha/beta hydrolase domain 4. Q8VD66. purified mABHD4, FP-Rh probe fluorescence polarization. inhibition, % at 8.92 µM. 0.54% of 370,000 active;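 active means inhibition exceeding the mean over every tested compound plus 3 SD, cut at about 30% in these data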;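 further: 0% = plate median of compound wells and 100% = S159A mutant with DMSO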
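Material: mouse ABHD4 enzyme, wild type; Benchmarks: S159A mutant high control, sample median low control; Buffer or medium: HEPES pH 7.0, NaCl, Pluronic buffer; Signal: fluorescence polarization; Read-out: percent inhibition of probe binding, normalized to plate controls; Timing: pre-incubation 45 min, probe exposure 60 min, at 25 °C; Dosing: 8.92 µM, single dose.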
PG9 Ab binder: binds the HIV-1 gp120 antibody PG9; TR-FRET gp120-PG9 antibody binding; inhibition, % at 6.7 µM; 0.43% of 360,000 active; in the data active means inhibition above about 8.5%
UHRF1 binding: human UHRF1 methylated DNA binding inhibitors. Q96T88. UHRF1 binding to methylated oligo, TR-FRET. inhibition, % at 4.4 µM. 0.75% of 370,000 active; in the data active means inhibition above about 21%;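 further: UHRF1 SRA domain binding a hemimethylated CpG hairpin DNA probe; 0% = median of test compound wells and 100% = reference inhibitor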
HTRA1 inh: HTRA1 (human) protease inhibition | recombinant HTRA1, FP-rhodamine activity-based probe, fluorescence polarization | inhibition, % at 5.96 µM | Q92743 | 0.5% of 340,000 active; in the data active means inhibition above about 36%;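 further: 0% = enzyme with DMSO and 100% = wells lacking enzyme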
MBD2 inh: inhibitors of human MBD2 binding to methylated oligonucleotide; TR-FRET; Q9UBB5; inhibition, % at 4.4 µM; 0.31% of 370,000 active; in the data active means inhibition above about 13%
Target sequence (Q9UBB5 whole entry, looked up): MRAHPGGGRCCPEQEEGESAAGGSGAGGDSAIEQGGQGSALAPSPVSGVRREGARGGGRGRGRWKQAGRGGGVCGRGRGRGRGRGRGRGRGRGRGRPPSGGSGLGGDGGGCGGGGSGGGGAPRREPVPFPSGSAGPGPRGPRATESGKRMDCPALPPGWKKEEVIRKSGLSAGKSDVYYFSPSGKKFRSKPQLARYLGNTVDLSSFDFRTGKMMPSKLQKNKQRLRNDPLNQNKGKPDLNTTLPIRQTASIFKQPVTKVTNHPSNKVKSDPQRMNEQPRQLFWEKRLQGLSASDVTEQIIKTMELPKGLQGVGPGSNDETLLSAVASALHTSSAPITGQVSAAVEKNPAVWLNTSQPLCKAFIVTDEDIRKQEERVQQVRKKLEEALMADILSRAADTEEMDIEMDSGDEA
TCR CD3 inh: inhibitors of human TCR-CD3 interaction; TAMRA-labeled TCR probe fluorescence, biochemical; inhibition, % at 9.4 µM; 0.37% of 360,000 active; AID 651800; in the data active means inhibition above about 19%;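 further: recombinant mutant TCR 2C K166C tagged with TAMRA read by polarization; 0% = receptor in buffer alone and 100% = receptor with positive control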
rCAG RNA binder: r(CAG) repeat RNA binding. TO-PRO-1 dye displacement fluorescence. inhibition, % at 3 µM. 1.3% of 370,000 active;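 active means inhibition above the plate cutoff, the mean of all test compounds on that plate plus 3 SD, cut at about 35% in these data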;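 further: 0% = DMSO alone and 100% = 100 µM mitoxantrone as full dye displacement; higher means more dye released from RNA so lower well fluorescence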
PRMT1 FP inh: PRMT1 (human) inhibition, primary screen. Q99873. inhibition, % at 2.79 µM. AID 652257. recombinant PRMT1, activity-based probe fluorescence polarization. 1.3% of 370,000 active;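 active means inhibition above about 21% made by adding two undisclosed values, limit read from the data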
Rev-erbA mod: Rev-erb alpha (human) modulation; P20393; Rev-erbα–FITC-DNA binding, fluorescence polarization, 90 min; activity, % at 10 µM; 0.79% of 370,000 active; AID 1259318;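 active means activity above about 14%, limit read from the data; passing the limit was not always enough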;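 further: 0% = DMSO wells with 35 nM protein and 100% = DMSO wells with 750 nM protein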
Target sequence (P20393 whole entry, looked up): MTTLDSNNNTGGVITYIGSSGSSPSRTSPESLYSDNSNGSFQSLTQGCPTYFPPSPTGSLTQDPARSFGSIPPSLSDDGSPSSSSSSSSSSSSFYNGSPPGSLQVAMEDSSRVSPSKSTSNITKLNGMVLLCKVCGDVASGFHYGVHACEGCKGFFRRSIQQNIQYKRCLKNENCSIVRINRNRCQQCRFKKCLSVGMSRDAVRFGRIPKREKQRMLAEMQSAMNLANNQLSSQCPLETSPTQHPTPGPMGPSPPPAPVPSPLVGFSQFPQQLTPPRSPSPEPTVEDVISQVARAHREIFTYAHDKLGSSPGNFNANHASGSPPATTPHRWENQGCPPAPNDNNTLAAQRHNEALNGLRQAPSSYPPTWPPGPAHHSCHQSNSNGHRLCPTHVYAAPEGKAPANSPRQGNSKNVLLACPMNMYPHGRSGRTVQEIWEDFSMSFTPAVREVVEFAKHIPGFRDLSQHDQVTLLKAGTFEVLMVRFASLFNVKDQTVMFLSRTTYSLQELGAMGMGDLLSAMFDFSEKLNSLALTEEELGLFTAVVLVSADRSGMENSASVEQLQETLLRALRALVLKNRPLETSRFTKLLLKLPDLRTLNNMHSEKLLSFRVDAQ
LEDGF integ inh: blocks HIV-1 LEDGF/p75-dependent DNA integration. TR-FRET IN-LEDGF/p75 DNA integration, Eu/Cy5. AID 743269. inhibition, % at 3.7 µM. 0.64% of 370,000 active;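 active means inhibition above the screen-wide mean plus 3 SD, cut at about 13% in these data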;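 further: signal is the Cy5 over europium emission ratio at 671 and 618 nm; 0% = plate median of compound wells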
An asterisk follows results filed as active; x = no result given; & = joins results of further samples. These rows are one share of the data; count on the stated rates, not on these rows.

Every second line gives: ABHD4 inh, PG9 Ab binder, UHRF1 binding, HTRA1 inh, MBD2 inh, TCR CD3 inh, rCAG RNA binder, PRMT1 FP inh, Rev-erbA mod, LEDGF integ inh
O=C(O)CCC(=O)c1ccc(-c2ccccc2)cc1
 : -5.8, 0.5, -1.2, 2.5, 3.9, -0.6, 0.9, -2.3, 1.4&4.6, -0.6
COc1cc(-c2oc3cc(O)cc(O)c3c(=O)c2O[C@@H]2O[C@H](COC3O[C@@H](C)[C@H](O)[C@@H](O)[C@H]3O)[C@@H](O)[C@H](O)[C@H]2O)ccc1O (some centres undefined)
 : -8.4, -3.5, -2.3, -3.9, -4.3, 2.5, -0.2, 1.1, -3.1, 1.6
C/C=C(/C)C(=O)OC(C)(C)[C@@H]1Cc2c(ccc3ccc(=O)oc23)O1
 : -5.1, 1.4, 1.3, -26.1, -6.7, -0.6, 0.1, -5.7, 5.3, -1.0
CC1(C)O[C@H]2CC(=O)OC[C@@]23C1CC(=O)[C@]1(C)C3CC[C@@]2(C)[C@H](c3ccoc3)OC(=O)[C@H]3O[C@]321 (some centres undefined)
 : -4.2, 2.4, -1.1, -1.1, -2.6, 3.5, -1.8, 0.0, -0.2, -5.7
C[N+]1(C)CCC(=C(c2ccccc2)c2ccccc2)CC1
 : 2.8, -1.4, 1.8, -0.4, 0.7, 7.3, 5.0, -1.0, 4.6, -1.7
CN1CCCN=C1COC(=O)C(O)(c1ccccc1)C1CCCCC1 (centres undefined)
 : -4.6, -2.9, -0.9, 5.7, 1.8, 1.0, 6.5, -0.8, 1.9&5.7, 2.1
NC1CCN(c2nc3c(cc2F)c(=O)c(C(=O)O)cn3-c2ccc(F)cc2F)C1 (centres undefined)
 : 3.1, 1.0, 9.8, -1.0, -0.8, -10.2, 3.4, -2.0, -2.2, 0.6
CN(C)CCCC1(c2ccc(F)cc2)OCc2cc(C#N)ccc21 (centres undefined)
 : 18.9, -0.7, 0.8, 5.9, 0.3, 1.1, 3.7, 1.6, 2.5&2.2&1.8, 0.6
C/C=C/C(=O)N(CC)c1ccccc1C
 : 1.8, 0.7, 0.6, -1.6, -1.7, 4.2, 3.0, 3.2, 2.3&-4.5, 0.5
CC(C)=CCOc1c2ccoc2cc2oc(=O)ccc12
 : -7.7, 0.0, -1.8, -12.3, 0.5, -2.9, 1.7, -4.5, 5.5, -4.1
CCOC(=O)[C@H](CCc1ccccc1)N[C@@H](C)C(=O)N1Cc2ccccc2C[C@H]1C(=O)O
 : 2.6, -3.3, -1.6, -2.0, 4.5, 5.2, 1.1, -1.5, -3.3&-4.3, 0.8
Cc1c(C)n(Cc2ccc(-c3ccccc3C(=O)O)cc2)c2ccc(C(=O)N[C@@H](C)c3ccc([N+](=O)[O-])cc3)cc12
 : 8.7, x, 0.9, x, 6.9, x, 73.5*, 5.0, -0.1, 0.8
N[C@@H](Cc1c[nH]c2ccc(O)cc12)C(=O)O
 : 18.7, -0.5, -0.1, 4.6, -2.3, -7.0, 5.4, 7.8, -0.7, -3.5
Cc1ccc(N(CC2=NCCN2)c2cccc(O)c2)cc1
 : -5.1&1.8&5.6, 0.1&-2.1&-3.0, -2.4&0.0&-0.5, 14.6&3.3&5.1, 1.0&-5.2&3.6, -0.8&4.3&0.6, 2.1&2.4&1.1, 0.6&-4.4&2.9, -4.8&-2.1&-1.4&-2.0, -1.2&0.2&-3.6
Oc1ccc2c(c1)OCC1(O)Cc3cc(O)c(O)cc3C21 (centres undefined)
 : 110.1*, -3.4, 3.0, 30.5, 0.9, x, -231.4, 125.2*, -0.6, 8.7
C1COC(NC(C2CC2)C2CC2)=N1
 : -9.6, -0.3, 2.0, 6.4, -4.0, -3.9, 0.5, -3.8, 16.7*, 4.8
CC(=O)Nc1ccc(CC(=O)O)cc1
 : -2.6, 0.0, -0.3, 6.1, -1.8, 5.8, 1.1, 1.8, 5.1, 0.5
CCCCNc1ccc(C(=O)OCCOCCOCCOCCOCCOCCOCCOCCOCCOC)cc1
 : 1.9, -1.6, -0.2, -0.1, 1.4, -2.4, -2.4, 2.0, -0.1, -3.5
CCCCNc1ccc(C(=O)OCCN(C)C)cc1
 : 4.8, 0.6, 3.4, 4.0, -1.7, -3.2, -2.4, 2.4, -0.1&1.8, 2.1
Nc1nc(O)c(N=Nc2ccc(S(N)(=O)=O)cc2)c(=O)[nH]1
 : -2.8, -3.0, -1.3, x, -2.7, -2.6, 5.0, 5.4, 8.0, -1.9

Reprinted from the part before: five compounds, then new ones.
Molecule,ABHD4 inh,PG9 Ab binder,UHRF1 binding,HTRA1 inh,MBD2 inh,TCR CD3 inh,rCAG RNA binder,PRMT1 FP inh,Rev-erbA mod,LEDGF integ inh
C1COC(NC(C2CC2)C2CC2)=N1,-9.6,-0.3,2.0,6.4,-4.0,-3.9,0.5,-3.8,16.7*,4.8
CC(=O)Nc1ccc(CC(=O)O)cc1,-2.6,0.0,-0.3,6.1,-1.8,5.8,1.1,1.8,5.1,0.5
CCCCNc1ccc(C(=O)OCCOCCOCCOCCOCCOCCOCCOCCOCCOC)cc1,1.9,-1.6,-0.2,-0.1,1.4,-2.4,-2.4,2.0,-0.1,-3.5
CCCCNc1ccc(C(=O)OCCN(C)C)cc1,4.8,0.6,3.4,4.0,-1.7,-3.2,-2.4,2.4,-0.1&1.8,2.1
Nc1nc(O)c(N=Nc2ccc(S(N)(=O)=O)cc2)c(=O)[nH]1,-2.8,-3.0,-1.3,x,-2.7,-2.6,5.0,5.4,8.0,-1.9
Cc1cccc2c1NC(=O)C2(c1ccc(O)cc1)c1ccc(O)cc1,-6.5,0.3,-0.7,-17.9,-2.7,5.6,2.9,-0.2,1.8,1.1
CCC(=O)N1CCN(c2ccc(-n3c(=O)ccc4cnc5ccc(-c6cnc7ccccc7c6)cc5c43)cc2C(F)(F)F)CC1,-8.6,1.1,1.9,x,5.8,-1.3,14.9,0.3,1.2,-0.1
COc1ccccc1N1CCN(CCCN=C2CC(=O)N(C)C(=O)N2C)CC1,-11.2,0.9,1.2,1.3,-5.0,-0.4,-1.9,4.7,-2.0,2.0
CC1(C)C2CC[C@]3(C)[C@H](C(=O)C=C4[C@@H]5C[C@@](C)(C(=O)O)CC[C@]5(C)CC[C@]43C)[C@@]2(C)CC[C@@H]1O[C@H]1O[C@H](C(=O)O)[C@@H](O)[C@H](O)[C@H]1O[C@@H]1O[C@H](C(=O)O)[C@@H](O)[C@H](O)[C@H]1O (some centres undefined),6.2,-0.5,-1.3,x,-2.0,3.7,29.2,1.9,-5.0,1.5
O=C(O)c1cccnc1Nc1cccc(C(F)(F)F)c1,-8.2,-0.4,6.0,-3.1,9.4,-5.4,3.3,5.5,-4.8&2.4,6.0
N#Cc1ccc(C(c2ccc(C#N)cc2)n2cncn2)cc1,-0.6,0.6,-1.4,x,0.3,-0.9,1.3,-0.5,4.0,-0.3
Cc1c(C(=O)O)c(O)cc2c1C(=O)c1c(O)c([C@@H]3O[C@H](CO)[C@@H](O)[C@H](O)[C@H]3O)c(O)c(O)c1C2=O,6.3,-42.0,2.3,-0.6,-18.3,12.7,-1.4,14.1,-3.4,-4.2
CC1Cc2ccccc2N1NC(=O)c1ccc(Cl)c(S(N)(=O)=O)c1 (centres undefined),-3.2,-1.5,1.7,0.7,-0.9,3.9,1.6,-0.6,-4.3&3.5,-1.3
CN(C)CCC[C@]1(c2ccc(F)cc2)OCc2cc(C#N)ccc21,-2.9,0.7,1.2,4.6,1.7,-2.5,0.8,3.8,-7.6,-0.6
CC12CCC(=O)C=C1CCC1C2CCC2(C)C1CCC2(O)C(=O)CO (centres undefined),-2.8,-0.4,0.0,2.9,0.0,-1.0,2.4,-5.1,1.8,1.2
CC(=O)CCCCn1c(=O)c2c(ncn2C)n(C)c1=O,0.1,-1.8,4.5,3.7,-2.8,-8.3,-0.8,3.0,-6.4&-9.6,0.1
COc1ccc(C2CNC(=O)C2)cc1OC1CCCC1 (centres undefined),-5.0,-1.8,1.0,0.4,3.6,1.2,-2.1,0.8,-1.0&-1.1,-3.5
CCCCCC(=O)O[C@]1(C(C)=O)CC[C@H]2[C@@H]3CCC4=CC(=O)CC[C@]4(C)[C@H]3CC[C@@]21C,7.2,-1.0,1.3,-1.9,-0.4,8.6,1.6,-1.8,7.2,0.2
C=CC1CN2CCC1CC2C(O)c1ccnc2ccc(OC)cc12 (centres undefined),3.3,1.9,-2.2,-6.5,-3.4,-3.4,1.8,0.9,5.8,1.3
COC(=O)C1=CO[C@@H](O[C@@H]2O[C@H](CO)[C@@H](O)[C@H](O)[C@H]2O)C2C1C[C@H](O)[C@@H]2C (some centres undefined),3.0,0.8,-2.2,4.0,-5.1,7.0,0.7,-1.7,-6.9,-2.4
COc1ccc(-c2cc(=O)c3c(O)cc(O[C@@H]4O[C@H](CO[C@@H]5O[C@@H](C)[C@H](O)[C@@H](O)[C@H]5O)[C@@H](O)[C@H](O)[C@H]4O)cc3o2)cc1O,-4.9,0.4,-1.6,-2.3,2.2,1.0,1.8,-1.9,3.4,1.2
CCc1ccc(CCOc2ccc(CC3SC(=O)NC3=O)cc2)nc1 (centres undefined),0.7,-0.8,-0.5,2.8,8.5,-6.2,15.0,3.7,-4.4&1.5,-0.1
Cc1ccc(=O)n(-c2ccccc2)c1,-1.1,0.2,0.6,6.8,-0.1,1.2,1.8,1.3,1.7,-0.2
CCN(CC)CCOC(=O)c1ccc(N)cc1,-2.0,-2.8,0.6,2.4,1.1,-1.7,0.3,1.4,-4.6&-0.3,-0.9
Oc1ccc(C2CNCCc3c2cc(O)c(O)c3Cl)cc1 (centres undefined),-1.5&4.5,-0.3&-0.6,-1.6&1.4,4.4&15.3,-7.1&-3.0,4.7&7.2,-0.6&0.7,-0.3&1.3,-3.2&-4.9,-1.4&-7.5
Cc1cncn1CCc1nc2c3ccccc3nc(SCC(=O)Nc3cccc(Cl)c3)n2n1,-5.6,0.0,-5.2,-26.9,3.2,3.1,3.0,-3.6,-0.8,-0.6
NOCC(=O)O,-2.3,-1.2,1.3,4.2,4.3,4.4,1.6,-0.9,-0.1,-2.9
Oc1cc2c(cc1O)[C@H]1c3ccc(O)c(O)c3OC[C@@]1(O)C2,33.0*,-19.1,6.2,23.7,3.8,128.5*,1.6,43.0*,-4.9,82.7*
COc1ccc(-c2cc(=O)c3c(O)cc(OC4OC(COC5OC(C)C(O)C(O)C5O)C(O)C(O)C4O)cc3o2)cc1O (centres undefined),-1.8,-2.0,-1.2,0.8,4.5,1.4,2.8,6.4,-0.4,0.6
